Screening results as filed in PubChem BioAssay.
tim23-1 inh: inhibits growth of tim23-1 mutant yeast. S. cerevisiae tim23-1 growth, BacTiter-Glo luminescence, 24 h. inhibition, % at 20 µM. 1.3% of 330,000 active. AID 463212;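 active means growth inhibition of the mutant yeast at or above 50%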;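 further: temperature-sensitive mutant grown at 25 °C; plate controls were DMSO-treated mutant yeast for no effect and medium wells lacking yeast for full effect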
697 NFkB inh: lowers PMA/ionomycin-induced NF-kB signal in 697 B cells. 697 B-cell NF-kB luciferase reporter, 16 h. inhibition, % at 4 µM. 0.33% of 330,000 active. AID 435022; in the data active means inhibition above about 35%
Mdm2-MdmX inh: disrupts the human Mdm2-MdmX interaction; O15151+Q00987; 3% of 330,000 active; SaOS-2 split-luciferase Mdm2/MdmX complementation, luminescence; inhibition, % at 8 µM;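 active means inhibition of at least 50% at 8 µM in the primary screen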
CHOP UPR activ: activators of apoptotic arm of unfolded protein response (CHOP) | activation, % at 10 µM | CHO-CHOP luciferase reporter, UPR activation, luminescence; percent of tunicamycin response over DMSO baseline | AID 449763 | 0.34% of 330,000 active;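 active means at 10 µM dose, activation of 40% or more, normalized to positive control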;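 further: 100% = tunicamycin at 10 µg/mL and 0% = DMSO alone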
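Assay system: CHO-CHOP cells, stable luciferase reporter of PERK-eIF2a-CHOP signalling / Buffer or medium: F12 plus 10% serum / Compound dosing: one dose, 10 µM in 0.5% DMSO / Times: 6 h compound treatment, 37 °C / Technique: luciferase luminescence / Read-out: % reporter activation, DMSO baseline versus tunicamycin full activation / Benchmarks: tunicamycin and DMSO controls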
Jurkat NFkB inh: inhibitors of the PMA/ionomycin-induced NF-kB reporter in Jurkat cells; 0.53% of 330,000 active; PMA/ionomycin-induced NF-kB luciferase reporter, luminescence; AID 435003; inhibition, % at 4 µM; in the data active means inhibition above about 50%
UPR XBP1 act: adaptive UPR (XBP1) activation | 0.33% of 330,000 active | CHO-XBP1 luciferase reporter, IRE1-XBP1 UPR activation, luminescence; percent of tunicamycin response, DMSO as zero | activation, % at 20 µM;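 active means versus positive control, 20 µM dose yields 30% or more activation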;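 further: 100% = tunicamycin at 10 µg/mL and 0% = DMSO only wells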
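Test system: CHO-XBP1 luciferase reporter cells | Buffer or medium: Serum-containing F12 medium, 10% FBS | Schedule: 6 h compound exposure at 37 °C, 5% CO2 | Detection: Steady-Glo luciferase glow luminescence, 10 min after reagent addition | Read-out basis: Activation, % of tunicamycin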
APJ antag: blocks the human apelin receptor APJ; CHO-K1 APJ beta-arrestin complementation, luminescence; inhibition, % at 20 µM; 0.32% of 330,000 active; P35414;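 active means inhibition above about 40% at 20 µM, limit read from the data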;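 further: cells challenged with 10 nM apelin-13 agonist together with compound; plate controls were apelin-13 plus DMSO wells for no effect and DMSO wells lacking apelin-13 for full effect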
Target sequence (P35414 whole entry, looked up): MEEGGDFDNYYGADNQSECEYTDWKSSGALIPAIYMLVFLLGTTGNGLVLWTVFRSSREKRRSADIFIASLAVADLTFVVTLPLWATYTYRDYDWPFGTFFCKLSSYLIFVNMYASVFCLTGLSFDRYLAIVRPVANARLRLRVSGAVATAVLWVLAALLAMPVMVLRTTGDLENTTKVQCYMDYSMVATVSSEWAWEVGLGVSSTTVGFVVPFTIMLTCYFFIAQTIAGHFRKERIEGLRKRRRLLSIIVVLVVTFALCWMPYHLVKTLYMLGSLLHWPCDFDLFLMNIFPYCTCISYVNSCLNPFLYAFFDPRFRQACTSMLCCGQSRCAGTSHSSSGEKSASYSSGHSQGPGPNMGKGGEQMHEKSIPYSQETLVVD
APJ agonist: APJ receptor agonism | activation, % at 20 µM | AID 2520 | CHO-K1 APJ PathHunter beta-arrestin, luminescence; 0% DMSO wells, 100% apelin | 0.11% of 330,000 active | P35414;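 active means activation more than six SD over the plate average, tested at 20 µM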;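 further: 0% = DMSO alone and 100% = apelin-13 at 10 nM; some results filed as inactive read as strong as hits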
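Material: CHO-K1 APJ beta-arrestin complementation cell line; Input: cell density 1000 per well; Incubation: compound stimulation 90 min at 25 °C, detection 60 min; Signal: luminescence from split beta-galactosidase complementation, Galacton Star/Emerald II substrate; Controls: DMSO-only wells as negative, 10 nM Apelin-13 as positive control.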
Active calls of the source: *.

SMILES,APJ antag,Mdm2-MdmX inh,tim23-1 inh,697 NFkB inh,APJ agonist,UPR XBP1 act,Jurkat NFkB inh,CHOP UPR activ
Cn1cc(/C=C(\C(=O)O)C(C(=O)O)=C2CCCCC2)c2ccccc21,3,3,13,16,-3,-3,0,-2.2
COC(=O)c1cc(Br)c(=O)n(Cc2ccncc2)c1,14,-12,-6,6,-3,-3,5,-2.0
O=C(Nc1ccc(O)c(-c2nc3ccccc3o2)c1)C1(c2ccccc2)CCCC1,-5,27,17,-14,-1,3,-9,0.4
C[C@@H](CSc1ccccc1)CN1CC[C@H](O)CCC1=O,4,-1,4,-12,12,0,-2,-1.8
O=C(Nc1ccc2c(c1)OCO2)C1(S(=O)(=O)c2ccc(Cl)cc2)CC1,-5,18,12,-12,4,-1,-15,-0.2
CC(C)(C)c1ccc(C(=O)Nc2nnc(SCC(=O)NCC3CCCO3)s2)cc1 (centres undefined),-9,-29,18,-229,3,-6,-3,-4.3
CCOc1ccc(NC(=O)CNC(=O)c2cn(-c3ccccc3OC)c(=O)c3ccccc23)cc1,5,20,-1,-10,-3,-1,3,0.2
CCN(CC)c1ccc(/C=C(/C#N)c2nc3ccccc3[nH]2)c(OC(C)C)c1,0,80*,30,-132,-6,6,-58,3.2
Cn1c(COc2ccccc2)nnc1SCC(=O)Nc1ccc2c(c1)OCO2,21,19,-2,28,1,2,-1,0.5
CC(NC(=O)c1ccccc1Cl)C1CC2CCC1C2 (centres undefined),-3,-1,11,10,3,2,-16,-0.7
Cc1ccc(OCC(=O)NCc2cccnc2)cc1,-10,-9,21,16,-2,-3,0,1.1
COc1ccc(C2CC(c3ccco3)n3ncnc3N2)cc1 (centres undefined),-10,9,31,-16,-5,0,1,-2.4
COc1cccc(NC(=O)c2sc3ncn(CC(=O)N4CCN(c5ccccn5)CC4)c(=O)c3c2C)c1,-12,1,2,15,0,-2,5,3.7
COc1ccc(N2CCN(c3ccc(NC(=O)C4CCCCC4)cc3C#N)CC2)cc1,13,17,1,-15,0,0,-2,1.5
CCCCCN(C(=O)CCCSc1nncs1)c1c(N)n(CCCC)c(=O)[nH]c1=O,24,34,2,6,-2,0,17,-2.6
CCN(CC)c1ncccc1C(=O)NCc1cccs1,-14,6,-6,-1,-5,1,-2,0.0
CCOC(=O)c1ccc(NC(=O)CSc2nnc(C3CCCCC3)n2C)cc1,0,21,11,11,0,3,-8,1.6
CC1(C)CC(=O)C2=C(C1)Nc1cc(C(=O)c3ccccc3)ccc1NC2c1ccccn1 (centres undefined),14,26,15,-4,2,-1,-11,-0.6
CCOc1ccc(NS(=O)(=O)c2cc(C(=O)N(CC)CC(=O)NCc3cccs3)ccc2C)cc1,-6,29,-4,16,-4,-2,-7,-2.2
O=C(COC(=O)Cc1cccs1)NCC(=O)Nc1ccc(F)cc1,-9,-4,2,12,-4,0,10,0.8
O=C(C[n+]1ccccc1)N/N=C/c1ccc(Br)cc1,13,9,-9,13,-1,-5,5,0.7
COc1c(OC)c2[nH]c(=O)cc3c4ccccc4n(c1=O)c23,11,16,2,3,-2,0,10,0.7
O=C(Nc1ccccc1-c1ccccc1)c1cccc(C(F)(F)F)c1,17,13,19,7,-2,-2,14,-0.9
O=C(CCC(=O)c1ccc(Oc2ccccc2)cc1)Nc1ccc(Cl)cc1Cl,-7,17,4,19,-5,0,12,1.1
Oc1c(C=NCc2ccc(F)cc2)[nH]c2ccc(Br)c(Cl)c12,-1,26,14,17,-5,0,-12,2.1

Structural class, the entries above containing a cyano group
SMILES,APJ antag,Mdm2-MdmX inh,tim23-1 inh,697 NFkB inh,APJ agonist,UPR XBP1 act,Jurkat NFkB inh,CHOP UPR activ
CCN(CC)c1ccc(/C=C(/C#N)c2nc3ccccc3[nH]2)c(OC(C)C)c1,0,80*,30,-132,-6,6,-58,3.2
COc1ccc(N2CCN(c3ccc(NC(=O)C4CCCCC4)cc3C#N)CC2)cc1,13,17,1,-15,0,0,-2,1.5

Following part:
SMILES,APJ antag,Mdm2-MdmX inh,tim23-1 inh,697 NFkB inh,APJ agonist,UPR XBP1 act,Jurkat NFkB inh,CHOP UPR activ
CCCCc1nc(SCC(=O)Nc2cccc(Cl)c2)n[nH]1,-24,15,2,-9,1,-3,-6,2.1
Cc1csc(CN(C)C(=O)CC2C(=O)NCCN2Cc2ccc(Cl)c(F)c2)n1 (centres undefined),-2,17,5,-17,-1,-2,11,-1.1
NC(=O)c1cc(Cl)ccc1OCC(=O)Nc1ccc2c(c1)OCO2,0,-191,18,-90,0,-1,-137,3.7
COCCCNC(=S)NC1CC2CCCC(C1)N2Cc1ccco1 (centres undefined),-7,-9,24,3,-1,0,-18,-1.0
CN(C)S(=O)(=O)c1ccc2c(c1)C(=NO)c1cc(S(=O)(=O)N(C)C)ccc1-2,4,30,8,-6,-2,-3,3,-1.3
COc1ccc(S(=O)(=O)N2CCCN(CC(=O)C(C)(C)C)CC2)cc1,-6,-1,42,-17,-1,-3,-7,-1.9
Cc1ccc(-c2nn(-c3ccccc3)cc2C2CC(c3ccccc3)=NN2C(=O)CCC(=O)O)cc1 (centres undefined),-5,-8,15,4,-2,-3,0,-0.1
CCCn1c(N2CCOCC2)nc2c1c(=O)[nH]c(=O)n2C,8,25,-1,14,1,-2,5,-0.6
CC1CN(C(=S)Nc2ccc(SC(F)F)cc2)CC(C)O1 (centres undefined),15,16,23,-1,-2,1,7,1.7
O=C(CSc1nc(-c2ccccc2)cc(=O)[nH]1)N1CCc2ccccc21,2,7,1,16,1,0,6,-0.7
Nc1nc(Cl)nc2ncn(Cc3ccccc3)c12,-21,12,21,-2,-2,-2,1,0.2
Cc1ccc(S(=O)(=O)N2CCN(c3ccccc3)CC2)cc1C(N)=O,-2,-2,-9,14,-2,-6,-15,-0.9
CCc1nc(-c2ccccc2O)n(-c2ccccc2)n1,-4,-12,21,11,1,-1,-2,-2.3
Cc1nnc(N/N=C/C(C)c2ccccc2)[nH]c1=O (centres undefined),9,12,9,12,1,-1,4,-1.9
CN(CC(=O)N(C)CC(=O)Nc1c(Cl)cccc1Cl)Cc1ccccc1F,0,-15,4,-15,-4,-2,-12,1.4
CC(=O)Nc1sc2c(c1C(c1cccc(F)c1)N1CCN(CCO)CC1)CCCC2 (centres undefined),7,0,15,11,1,-1,-7,0.9
Cc1ccc(S(=O)(=O)N2CCN(S(=O)(=O)N3CCC(C)CC3)CC2)c(C)c1,0,8,-4,-9,0,-2,-2,2.3
O=C(Nc1nccs1)C1CCN(S(=O)(=O)c2cccnc2)CC1,23,20,11,-15,-2,0,-10,-1.7
Clc1nc(CN2CCCCC2)nc2sc3c(c12)CCC3,7,33,-7,-9,-3,-1,1,1.3
CCOc1ccc(-n2c(=O)[nH]cc(C(=O)N3CCCc4ccccc43)c2=O)cc1,-7,-11,3,-4,-4,1,-7,1.9
CSc1nc(-c2ccc(Cl)cc2)nn1C(=O)c1ccco1,-1,-16,-3,-35,-3,11,-32,7.7
Cc1cccc(C)c1NS(=O)(=O)c1c(C(=O)N2CCCCC2)c(C)n(C)c1C,3,11,11,5,-2,-3,-12,-0.8
CC(C)C(=O)Nc1cccc(NC(=S)NC(=O)C(c2ccccc2)c2ccccc2)c1,6,34,-5,9,-3,-1,-1,1.7
CCN(CC)C(=O)CSc1nnc(COc2cccc(C)c2)n1C,2,-18,7,3,-3,3,0,0.3
Cc1c(CN(C)Cc2cn(C)nc2-c2ccccc2F)[nH]c2ccccc12,-14,21,21,-50,4,-2,-16,-1.5
O=c1oc2c(O)cccc2cc1-c1nc2ccccc2[nH]1,-52,-94,13,-173,5,-4,-36,1.5
CCOC(=O)c1cc(-c2ccccc2)sc1NC(=O)CSc1nnc(N)s1,-18,34,-1,1,-2,0,6,0.5
O=C(CSc1ncccn1)N/N=C/c1ccc(OC2CSC2)cc1,-14,2,11,14,0,1,11,-0.8
CCN1C(=O)/C(=C\c2nc3ccccc3c(=O)n2-c2ccccc2)c2ccccc21,-18,51*,50,-19,-2,7,-15,4.0
CC(NS(=O)(=O)c1ccc2c(c1)OCCO2)c1ccccc1 (centres undefined),1,5,18,0,0,2,-6,-0.3

Some of the entries so far, field by field.
> CCN1C(=O)/C(=C\c2nc3ccccc3c(=O)n2-c2ccccc2)c2ccccc21
  APJ antag: -18
  Mdm2-MdmX inh: 51*
  tim23-1 inh: 50
  697 NFkB inh: -19
  APJ agonist: -2
  UPR XBP1 act: 7
  Jurkat NFkB inh: -15
  CHOP UPR activ: 4.0
> O=c1oc2c(O)cccc2cc1-c1nc2ccccc2[nH]1
  APJ antag: -52
  Mdm2-MdmX inh: -94
  tim23-1 inh: 13
  697 NFkB inh: -173
  APJ agonist: 5
  UPR XBP1 act: -4
  Jurkat NFkB inh: -36
  CHOP UPR activ: 1.5
> CC(NS(=O)(=O)c1ccc2c(c1)OCCO2)c1ccccc1 (centres undefined)
  APJ antag: 1
  Mdm2-MdmX inh: 5
  tim23-1 inh: 18
  697 NFkB inh: 0
  APJ agonist: 0
  UPR XBP1 act: 2
  Jurkat NFkB inh: -6
  CHOP UPR activ: -0.3

Entries shown so far containing a COOH group, in the order listed:
SMILES,APJ antag,Mdm2-MdmX inh,tim23-1 inh,697 NFkB inh,APJ agonist,UPR XBP1 act,Jurkat NFkB inh,CHOP UPR activ
Cn1cc(/C=C(\C(=O)O)C(C(=O)O)=C2CCCCC2)c2ccccc21,3,3,13,16,-3,-3,0,-2.2
Cc1ccc(-c2nn(-c3ccccc3)cc2C2CC(c3ccccc3)=NN2C(=O)CCC(=O)O)cc1 (centres undefined),-5,-8,15,4,-2,-3,0,-0.1

Record cards (already shown). Values in the order: APJ antag	Mdm2-MdmX inh	tim23-1 inh	697 NFkB inh	APJ agonist	UPR XBP1 act	Jurkat NFkB inh	CHOP UPR activ
CCOc1ccc(-n2c(=O)[nH]cc(C(=O)N3CCCc4ccccc43)c2=O)cc1 is listed as -7	-11	3	-4	-4	1	-7	1.9
COc1cccc(NC(=O)c2sc3ncn(CC(=O)N4CCN(c5ccccn5)CC4)c(=O)c3c2C)c1 is listed as -12	1	2	15	0	-2	5	3.7
